# Compound activity as filed in PubChem BioAssay.
# HepG2 tox: counter-screen for TGF-b inhibitors: cytotoxicity in HepG2 cells; HepG2 CAGA-GFP viability, ATP luminescence, 18 h; Potency, µM (highest dose often 46.1 µM), without a hit: top-dose activity change, negative = cytotoxicity, most hits filed as cytotoxic; actives 0.76% (n = 410,000); active = well fitted cell-killing curve with a large enough effect; inactive = no such curve, though single readings can be large or run the other way; note: some results filed as inactive show a strong effect at the top dose
#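 HepG2 CAGA-GFP cells (1000/well, DMEM with 1% FBS) received compound, then TGF-beta at 500 pg/mL final, and were incubated 18 hours at 37 degrees C. Viability was read by CellTiter-Glo luminescence. Media-only wells were set as complete cell-killing and DMSO as no toxicity.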
# * marks the source's active call; other numbers are inactive results. Potency is the fitted concentration of half-maximal effect. A portion of the library; rates above refer to the full screens.
SMILES,HepG2 tox
Cc1c(Cl)cccc1NC(=O)CSc1nc(=O)[nH]c2c1CCCC2,-10.6%
Cc1ccc(NC(=O)c2ccc(F)c(S(=O)(=O)NCCc3ccccc3)c2)cc1F,10µM*
CCOc1ccccc1CNC(=O)CCc1c(C)nn(-c2ccc(N3CCCCC3)nn2)c1C,-21.8%
Cc1ccc(-c2cc(C(=O)NCCc3ccccc3)c3c(-c4ccc(C)cc4)[nH]nc3n2)cc1,-6.8%
CCOc1ccc(NC(=O)CCCc2nnc3n(C)c(=O)c4sccc4n23)cc1,-5.6%
Cc1ccc(NC(=O)c2cc(S(=O)(=O)N3CCc4ccccc43)cn2C)c(Cl)c1,-7.0%
Cc1ccc(C)c(S(=O)(=O)NCC(c2ccco2)S(=O)(=O)c2ccc(F)cc2)c1 (stereo not given),-37.3%
CCOC(=O)c1cnc(N2CCN(c3cccc(C)c3C)CC2)c2ccccc12,-1.6%
CC(=O)c1ccc(NC(=O)CSc2nnc3ccc(-c4ccc(Br)cc4)nn23)cc1,-19.9%
COc1ccc(-c2nc3c(c(SCC(=O)Nc4cc(C)cc(C)c4)n2)Cc2c(CO)cnc(C)c2O3)cc1,-1.8%
CCc1nnc(SC(CC)C(=O)Nc2cccc(OC)c2)c2cc3oc(C)cc3n12 (stereo not given),-28.8%
COc1cccc2c1cc1c(=O)n(CC(=O)N3CCN(c4ccccc4)CC3)nc(C)n12,4.6%
COc1ccccc1Cn1c(CNS(=O)(=O)c2ccc(Cl)s2)nc2cccnc21,-22.2%
CCN(CC)S(=O)(=O)c1cc(-c2onc(C)c2C)ccc1OC,-11.0%
Cc1ccc(/C=C/c2onc(C)c2S(=O)(=O)N2CCC(C(=O)N3CCC(N(C)C(C)C)CC3)CC2)cc1,-102.0%
Cc1ccc(C)c(Cn2c(C(=O)O)c(CNCc3cccs3)c3ccccc32)c1,-40.1%
COc1ccc(S(=O)(=O)NCC(c2ccco2)S(=O)(=O)c2ccc(C)cc2)cc1C (stereo not given),-5.0%
CNC(=O)C1(C(F)(F)F)C/C(=C/CCO)CCCO1 (stereo not given),4.8%
COc1ccc(Cl)cc1Nc1ncnc2c1c(-c1ccccc1)cn2-c1ccccc1,-29.5%
Cc1ccc(NC(=O)Cn2c(-c3nonc3N)nc3ccccc32)c(Br)c1,-1.2%
COc1ccc(C2=NC3(CCCCCC3)N(CC(=O)Nc3cccc(Cl)c3)C2=O)cc1,-24.7%
COc1cn(CC(=O)Nc2cccc(C)c2C)c(CN2CCCCC2)cc1=O,-2.8%
Cc1cc(C)c2c(-n3cccc3)c(C(=O)NCCCN3CCCCC3C)sc2n1 (stereo not given),-28.4%
CCOc1cccc(CC(=O)N2CCc3c([nH]c4ccccc34)C2c2ccc(C)cc2)c1OCC (stereo not given),-17.1%
COc1ccccc1OCC(=O)NCC1(N2CCOCC2)CCCCC1,-2.2%

# (cont.)
SMILES,HepG2 tox
CCOc1ccc(OCC(=O)NCCS(=O)(=O)N2CCN(c3ccc(OC)cc3)CC2)cc1,6.0%
Cc1ccc(NC(=O)CN2C(=O)COc3ccc(S(=O)(=O)N4CCCCCC4)cc32)cc1C,-42.7%
Cc1ccc(C)c(CN2C(=O)c3ccccc3S(=O)(=O)c3ccc(C(=O)NCCc4ccc(Cl)cc4)cc32)c1,-1.9%
CCCc1nn2c(=O)cc(COC(=O)c3ccc(NC(=O)COc4ccccc4F)cc3)nc2s1,-13.3%
COc1cccc(NC(=O)C(=O)NCC(c2ccc3c(c2)OCO3)N2CCN(C)CC2)c1 (stereo not given),-30.2%
O=C(Nc1ccccc1Br)c1cc(S(=O)(=O)NC2CCCCC2)ccc1F,-46.9%
CCc1nn2c(=O)cc(COC(=O)c3cccc(NC(=O)c4ccccc4Cl)c3)nc2s1,-4.3%
CC(C)c1ccc(NC(=O)CSc2nc3ccccc3nc2Cc2ccccc2)cc1,0.0%
CCC(C)n1c(=O)c2sccc2n2c(CCCC(=O)N3CCN(c4ccccc4)CC3)nnc12 (stereo not given),-20.0%
Cc1ccc(CNC(=O)CSc2c(C(C)C)cnc3c2c(=O)n(C)c(=O)n3C)cc1,-7.3%
CCOC(=O)c1c(NC(C)=O)c2c3c(sc2n1Cc1nc(-c2cccc(C)c2)oc1C)CCCC3,3.3%
COc1ccc(C2=NN(CCC(=O)NCCc3ccccc3)C(=O)CC2)cc1,-12.5%
Cc1ccc(NC(=O)c2ccc(F)c(S(=O)(=O)N3CCc4ccccc4C3)c2)cc1F,-9.0%
COC(=O)C1=C[C@@H](C(=O)OC)[C@@H]2C3=C(C(=O)[C@]2(C)NC(=O)c2ccccc2)[C@H](C)[C@@H]2C(=O)NC(=O)[C@@H]2[C@@H]3C1,7.4%
COc1ccc(CNC(=O)CSCc2ccc(C)cc2)c(OC)c1,-9.5%
CCN(CC)CCNC(=O)c1ccc(-n2c(-c3ccccc3)cc3c2CCCC3)cc1,-59.0%
Cc1cn(C2CC3OCC(NC(=O)C(NC(=O)OC(C)(C)C)C(C)OCc4ccccc4)C3O2)c(=O)[nH]c1=O (stereo not given),4.0%
COCCCNC(=O)Cn1c(=O)nc(-c2ccccc2)c2ccccc21,3.1%
Cc1cccc(Nc2c3c(nc4nncn24)CCC3)c1C,-7.5%
CCOc1ccccc1NC(=O)CSc1nnc2[nH]c(=O)cc(C)n12,-8.2%
Cc1ccc(CNS(=O)(=O)c2ccc(-c3cc(C(F)(F)F)on3)s2)cc1,0.4%
CCCSc1ncc(Cl)c(C(=O)Nc2c(C(=O)Nc3ccccc3)oc3ccccc23)n1,0.3%
Cn1c(C(=O)NCCc2ccccc2)cc2cc(S(=O)(=O)N3CCCCC3)ccc21,-28.5%
Cc1cccc(OC(C)C(=O)N2CCC(c3nc4ccccc4o3)CC2)c1C (stereo not given),-32.2%
N#Cc1c(NC(=O)c2cc3nc(-c4ccc(Br)cc4)cc(C(F)(F)F)n3n2)sc2c1CCCC2,17.2%

# Additional results follow:
SMILES,HepG2 tox
CC(=O)Nc1ccc(NC(=O)CSc2nccn2Cc2ccc3c(c2)OCO3)cc1,-46.0%
O=C(Nc1ccc(Br)cc1F)c1cc(S(=O)(=O)NC2CCCC2)ccc1F,-64.5%
FC(F)(F)c1cccc(Nc2c3c(nc4ccc(Cl)cc24)CCC3)c1,-75.3%
Cc1cc(C)cc(Nc2cc(C)nc3nncn23)c1,-28.2%
CC(C)=CC(=O)Oc1ccc(C(=O)N(C)c2ccccc2I)cc1,-0.3%
COc1cccc(Cn2c(CNC(=O)C(C)C)nc3cccnc32)c1,-13.5%
CCN1CCN(C(=O)c2ccc3c(c2)N(Cc2ccc(F)cc2)C(=O)c2ccccc2S3(=O)=O)CC1,-9.4%
COc1ccc(C(C(=O)NCc2ccccc2)N(C(=O)Cn2nnc3ccccc32)c2ccc(F)cc2)cc1 (stereo not given),-6.9%
CC(C)Oc1ccc(CNC(=O)Nc2ccc3c(c2)N(C)C(=O)c2ccccc2S3)cc1,-20.6%
COc1ccc(N2CCN(S(=O)(=O)c3ccc4c(c3)CC(C)N4C(C)=O)CC2)cc1 (stereo not given),-12.5%
Cc1nn2c(=O)cc(COC(=O)c3cccc(NC(=O)COc4ccccc4Cl)c3)nc2s1,-0.8%
COC(=O)c1ccc(Nc2nnc(-c3ccc(C)c(S(=O)(=O)N4CCN(C)CC4)c3)c3ccccc23)cc1,-15.1%
COC(=O)c1ccc(NC(=O)CC2C(=O)N(c3ccc(C)cc3)C(=O)N2Cc2ccc(OC)cc2)cc1 (stereo not given),-18.8%
CC1CCN(C(=O)Cn2c(=O)n(CCCCCC(=O)NCc3ccccc3Cl)c(=O)c3sccc32)CC1,-16.3%
CCOc1ccc(C2CC(=O)NC(NC(=O)c3ccc(C)cc3)=N2)cc1 (stereo not given),5.2%
Cc1ccccc1OCC(=O)Nc1nnc(S(=O)(=O)N(C)c2ccccc2)s1,-0.3%
O=C(Cn1cc(SCc2ccccc2F)c2ccccc21)N1CCCCC1,-17.7%
Cc1cc(C)c(NC(=O)c2cc3c(=O)n4ccccc4nc3n2C)c(C)c1,-14.7%
CCC(=O)C1=C(c2cccc([N+](=O)[O-])c2)N(C(=O)CC)n2c(nnc2C2CCCCC2)S1,1.5%
Cc1noc(C)c1S(=O)(=O)NCCc1csc2nc(-c3ccc(F)cc3)nn12,-24.1%
Cc1cccc(C)c1Nc1sc(C(=O)c2ccccc2)c(N)c1S(=O)(=O)c1ccccc1,-0.5%
CCOc1ccccc1NC(=O)Cn1c(=O)n(-c2ccc(Cl)cc2)c(=O)c2oc3ccccc3c21,2.6%
Cc1ccc(Cn2c3ccccc3c3cnn(CC(=O)N4CCCCCC4)c(=O)c32)cc1,-8.9%
COc1cccc(CNC(=O)C2CCCN(S(=O)(=O)c3cn(C)cn3)C2)c1 (stereo not given),5.0%
COP1(=O)CC(O)C(O)C(COCc2ccccc2)O1 (stereo not given),-14.1%

# The listing continues:
SMILES,HepG2 tox
CCCN1C(=O)C(O)(CC(=O)c2ccc(OC)c(OC)c2)c2ccccc21 (stereo not given),-15.2%
COC(=O)c1ccccc1NC(=O)CSc1nc2sc3c(c2c(=O)[nH]1)CCCC3,-32.7%
COc1ccc(-n2c(=O)c3c4c(sc3n(CC(=O)N3CCCCC3C)c2=O)CCC4)c(OC)c1 (stereo not given),3.8%
CCc1ccc(NC(=O)c2sc3nc(-c4ccccc4)cn3c2C)cc1,-16.3%
CC(C)c1ccc(C2c3c(-c4ccccc4O)n[nH]c3C(=O)N2CCc2ccccc2)cc1 (stereo not given),-30.0%
CCOc1ccc(Cn2c(CNS(=O)(=O)c3ccc([N+](=O)[O-])cc3)nc3cccnc32)cc1,-1.2%
Cc1n[nH]c(C)c1S(=O)(=O)N(CC(=O)Nc1ccc(C(F)(F)F)cc1)c1ccc(C(C)C)cc1,-88.0%
CCOc1ccc(N2CC(NC(=O)Cc3cccs3)CC2=O)cc1 (stereo not given),-13.0%
COc1ccc(CCNC(=O)CCc2c(C)c3cc4c(C)c(C)oc4cc3oc2=O)cc1,-25.0%
CCOc1ccccc1NC(=O)c1c(NC(=O)c2ccccc2C)sc2c1CCC(C)C2 (stereo not given),-3.0%
CCN(CC)c1cc2c(cc1F)c(=O)c(S(=O)(=O)c1cc(C)ccc1C)cn2Cc1ccccc1,-10.6%
COc1cn(CC(=O)Nc2cc(C)ccc2C)c(CN2CCCCC2)cc1=O,-0.9%
CN1CCN(C2(CNC(=O)c3ccc([N+](=O)[O-])cc3)CCCCC2)CC1,-6.1%
CC(=O)Nc1cccc(NC(=O)CSc2nccn2C2CCCC2)c1,3.5%
CCC(=O)Nc1cccc(C(=O)OCc2cc(=O)n3nc(CC)sc3n2)c1,1.3%
CC1CCc2onc(C(=O)Nc3ccc(Cl)cc3)c2C1 (stereo not given),4.3%
O=C(/C=C/c1ccccc1Cl)N1CCC(c2nc3ccccc3o2)CC1,-14.0%
CCc1ccc(NC(=O)CSc2nc3ccsc3c(=O)n2C(C)CC)cc1 (stereo not given),-23.9%
Cc1ccc(-n2nc(C)c(C(=O)O)c2-n2cccc2)cc1,5.5%
Cc1nc2nc(SCC(=O)NCCc3ccc(Cl)cc3)nn2c(C)c1Cc1ccccc1Cl,-36.2%
O=C(CSc1nc(=O)[nH]c2c1CCCC2)Nc1ccc(Cl)c(Cl)c1,-16.9%
COC(=O)c1cc2oc3ccccc3c2n1Cc1ccccc1Cl,1.2%
CCOC(=O)c1c(NC(C)=O)c2c3c(sc2n1Cc1nc(-c2ccc(Cl)cc2)oc1C)CCCC3,-34.8%
COCCNC(=O)Cn1cc2c(n1)-c1c(oc(C(=O)N3CCCC3)c1C)CC2,0.0%
CCCSc1ncc(Cl)c(C(=O)Nc2sc3c(c2C(=O)NCCOC)CCCC3)n1,-1.1%

# The listing continues:
SMILES,HepG2 tox
CCc1cccc2c(-c3ccc(F)cc3)nc(SCC(=O)Nc3ccccc3)nc12,-14.3%
Cc1ccc(-c2csc(/C(C#N)=C/c3ccccc3Cl)n2)cc1,-27.9%
CC1CCN(c2cc3c(cc2F)c(=O)c(S(=O)(=O)c2cccc(Cl)c2)cn3Cc2ccccc2)CC1,1.4%
CCOc1ccc(NC(=O)Cn2c(=O)nc(-c3ccccc3)c3ccccc32)cc1,-16.8%
COc1cccc(C(=O)Nc2ccccc2C(=O)OCc2cc(=O)n3c(C)csc3n2)c1,-16.5%
CSc1ccc(CCNC(=O)c2ccc(-n3c(C)cc4c3CCCC4)cc2)cc1,-43.6%
COc1ccc(/C=C/c2nc(C#N)c(NCc3ccc(F)cc3)o2)cc1OC,-34.3%
Cc1ccc(-c2nn3c(-c4ccc(C)cc4)nnc3c3ccccc23)cc1,2.5%
COc1ccc(S(=O)(=O)NCCc2csc3nc(-c4ccccc4)nn23)cc1OC,-14.1%

# A draw from above in order of length of the SMILES, falling:
SMILES,HepG2 tox
CC1CCN(c2cc3c(cc2F)c(=O)c(S(=O)(=O)c2cccc(Cl)c2)cn3Cc2ccccc2)CC1,1.4%
COc1ccc(S(=O)(=O)NCCc2csc3nc(-c4ccccc4)nn23)cc1OC,-14.1%
CSc1ccc(CCNC(=O)c2ccc(-n3c(C)cc4c3CCCC4)cc2)cc1,-43.6%
Cc1ccc(-c2csc(/C(C#N)=C/c3ccccc3Cl)n2)cc1,-27.9%

# Seven entries from above, reformatted:
molecule | HepG2 tox
CC1CCN(c2cc3c(cc2F)c(=O)c(S(=O)(=O)c2cccc(Cl)c2)cn3Cc2ccccc2)CC1 | 1.4%
CCOc1ccc(NC(=O)Cn2c(=O)nc(-c3ccccc3)c3ccccc32)cc1 | -16.8%
COc1cccc(C(=O)Nc2ccccc2C(=O)OCc2cc(=O)n3c(C)csc3n2)c1 | -16.5%
CSc1ccc(CCNC(=O)c2ccc(-n3c(C)cc4c3CCCC4)cc2)cc1 | -43.6%
COc1ccc(/C=C/c2nc(C#N)c(NCc3ccc(F)cc3)o2)cc1OC | -34.3%
Cc1ccc(-c2nn3c(-c4ccc(C)cc4)nnc3c3ccccc23)cc1 | 2.5%
COc1ccc(S(=O)(=O)NCCc2csc3nc(-c4ccccc4)nn23)cc1OC | -14.1%
